D3 ag: D3 dopamine receptor (human) agonism; P35462; D3R DiscoveRx beta-arrestin cells, luminescence, 90 min; 0.58% of 410,000 active; max activation, %; in the data active means max activation above about 30%; further: 0% is about no effect; mostly tested at two doses, the higher about 12 µM
Target sequence (P35462 whole entry, looked up): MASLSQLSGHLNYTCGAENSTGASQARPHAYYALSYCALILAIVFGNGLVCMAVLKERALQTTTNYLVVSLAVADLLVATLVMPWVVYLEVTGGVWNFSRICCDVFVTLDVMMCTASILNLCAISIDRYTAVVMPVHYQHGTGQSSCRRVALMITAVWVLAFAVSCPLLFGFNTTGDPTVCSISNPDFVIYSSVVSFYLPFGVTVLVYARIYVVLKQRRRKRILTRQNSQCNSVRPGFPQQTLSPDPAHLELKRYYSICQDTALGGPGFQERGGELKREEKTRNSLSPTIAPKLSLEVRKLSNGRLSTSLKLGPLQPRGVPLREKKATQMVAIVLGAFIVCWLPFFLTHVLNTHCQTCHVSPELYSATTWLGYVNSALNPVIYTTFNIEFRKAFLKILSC
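Cells at 1500/well, incubated overnight, then treated with pinned compounds (dopamine as control) for 90 min at 37 degrees C. DiscoveRx reagent added for 30 - 60 minutes at room temperature; luminescence read.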
HEK293 tox: cytotoxicity in counter-screen for GLP-1R inverse agonists; 0.13% of 410,000 active; AID 624418; HEK293 cAMP-luciferase reporter cells, luminescence, 24 h; Potency, µM (doses to about 38.3 µM), inactives show at the highest dose activity change, negative = inhibition, most hits filed as inhibitors;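 further: loss of luciferase light is scored as toxicity; potency means the concentration at half of the fitted maximal effect; on the % scale 0 is the no-effect control and ±100 the full control effect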
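Seeding density was 200 cells/uL; after overnight-length (12 h) culture, 23 nL compounds went on for 24 h at 37 °C. Readout used a luciferase detection reagent, luminescence taken after 12 min at room temperature.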
GLP-1R agonist: agonists of human GLP-1 receptor. HEK293 GLP-1R CRE-luciferase, luminescence, 4-6 h; cells express a hypersensitive GLP-1R form. Potency, µM (top dose mostly 45.6 µM), for inactives: at the top dose activation, hits mostly activators. 0.007% of 380,000 active; further: potency means the concentration at half of the fitted maximal effect; % of control where 0% means no effect
Target sequence (P43220 whole entry, looked up): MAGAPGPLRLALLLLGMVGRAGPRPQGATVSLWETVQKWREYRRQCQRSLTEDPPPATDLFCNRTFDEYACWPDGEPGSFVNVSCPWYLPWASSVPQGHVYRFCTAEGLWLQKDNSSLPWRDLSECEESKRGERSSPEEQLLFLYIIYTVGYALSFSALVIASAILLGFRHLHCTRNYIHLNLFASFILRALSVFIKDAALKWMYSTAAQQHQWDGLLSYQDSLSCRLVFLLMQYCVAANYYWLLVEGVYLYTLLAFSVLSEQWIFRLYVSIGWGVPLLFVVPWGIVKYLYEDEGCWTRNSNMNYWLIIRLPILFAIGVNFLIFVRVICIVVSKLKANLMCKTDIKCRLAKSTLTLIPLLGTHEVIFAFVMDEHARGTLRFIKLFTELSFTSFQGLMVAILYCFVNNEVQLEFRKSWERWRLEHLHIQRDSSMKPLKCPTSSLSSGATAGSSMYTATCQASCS
aSyn rescue: inhibitors of alpha-synuclein toxicity in yeast; 0.14% of 370,000 active; AID 652106; Yeast expressing alpha-synuclein, growth rescue, BacTiter-Glo, 24 h; Potency, µM (doses to about 46.1 µM), without a hit: top-dose growth rescue (activation), usual class: activators; further: potency means the concentration at half of the fitted maximal effect; % of control where 0% means no effect; nearly all actives have a fitted effect of over 65% in size
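Readout is rescue of growth in alpha-synuclein-expressing yeast, so inhibitors of toxicity appear as activators. Growth after 24 hr at 30 deg C in galactose medium is quantified by luminescence.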
KB-V1 MDR tox: kills drug-selected multidrug resistant KB-V1 cells; KB-V1 MDR cells viability, CellTiter-Glo, 72 h; Potency, µM (top dose mostly 46.1 µM), without a hit: at the highest dose activity change, negative = cytotoxicity, hits mostly cytotoxic; 3.4% of 400,000 active; AID 1347076; further: potency means the concentration at half of the fitted maximal effect; on the % scale 0 is the no-effect control and ±100 the full control effect; nearly all actives have a fitted effect of over 60% in size
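Following 72 h at 37 degrees C with compound, KB-V1 cell viability was read by CellTiter-Glo luminescence, medium being phenol-red-free DMEM plus 10% FBS; concentration-response parameters came from normalized, curve-fitted qHTS data.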
TDP43 rescue: rescues yeast growth from TDP-43 toxicity. TDP-43 expressing yeast growth rescue, BacTiter-Glo, 24 h. Potency, µM (highest dose often 46.1 µM), for inactives: top-dose growth rescue (activation), usual class: activators. 1.8% of 410,000 active. AID 652104; further: potency means the concentration at half of the fitted maximal effect; % of control where 0% means no effect; nearly all actives have a fitted effect of over 50% in size
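Yeast cells expressing TDP-43 under galactose induction are exposed to compounds for 24 hr at 30 deg C. BacTiter-Glo luminescence measures growth, so protective compounds score as activators.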
PTHR1 agonist: agonists of human PTHR1 parathyroid hormone receptor | HEK293 GP2 PTHR1 cells, GloSensor cAMP luminescence, 1 h | Potency, µM (titrated, usually from 115 µM), without a hit: top-dose activation, most hits filed as activators | 0.075% of 410,000 active; further: potency means the concentration at half of the fitted maximal effect; nearly all actives have a fitted effect of over 55% in size; some results filed as inactive show a strong effect at the top dose; inactives centre near -15; many of its hits are not listed in these tables
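HEK-293-derived GP2 cells expressing PTHR1 and a GloSensor cAMP reporter, 3,000/well, plated overnight, given luciferin plus IBMX (each 0.5 mM as added) for 1 h at 37 °C, then compound for 1 h at 37 °C. Luminescence was read after 15 min at room temperature.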
GLP1R inv ag: acts as inverse agonist at human GLP-1 receptor | HEK293 GLP-1R CRE-luciferase, luminescence, 24 h; GLP-1R form is constitutively active | Potency, µM (highest dose often 38.3 µM), inactives show at the top dose activity change, negative = inhibition, usual class: inhibitors | 1.6% of 410,000 active; further: potency means the concentration at half of the fitted maximal effect; on the % scale 0 is the no-effect control and ±100 the full control effect; nearly all actives have a fitted effect of over 55% in size
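HEK293 cells stably co-expressing constitutively active GLP-1R and a cAMP-responsive luciferase reporter were seeded in DMEM with 10% Nu serum, given compounds after 12 h, and incubated 24 h at 37 deg C. Luminescence was then read.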
DRD3 antagonist: blocks the human D3 dopamine receptor. D3R cells, DiscoveRx beta-arrestin luminescence, antagonist mode; active compounds read low. max response, negative = inhibition, %. 2.5% of 360,000 active; in the data active means max response below about -50%; inconclusive means no clear call, values can overlap the other calls; further: on the % scale 0 is the no-effect control and ±100 the full control effect; mostly tested at two doses, the higher about 12 µM
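Cells plated overnight at 1500 cells/well, then exposed to library compounds with dopamine controls for 90 minutes at 37 degrees C. DiscoveRx reagent added for 30–60 minutes at room temperature; luminescence read, quantitative HTS format.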
Numbers without * were called inactive; i = inactive; ? = inconclusive; · = no result given; [ ] = remark or other dose. Unless noted, the call rests on the fitted dose curve; in most records, active means well fitted curve in the direction sought with a large enough effect; inconclusive means small, poorly fitted or top-dose-only effect, or another doubt; inactive means no such curve, though single readings can be large; an effect the other way counts as inactive or inconclusive.

The first 4 records (preview)
SMILES	D3 ag	HEK293 tox	GLP-1R agonist	aSyn rescue	KB-V1 MDR tox	TDP43 rescue	PTHR1 agonist	GLP1R inv ag	DRD3 antagonist
COc1ccc(OC)c(-c2nc3ccccc3nc2-c2ccccc2)c1	-6	11%	28%	-2%	-22%	4%	-2%	?	3
Cc1c(C(=O)NCc2ccccc2Cl)sc2nc3n(c(=O)c12)CCCC3	5	-3%	·	·	-21%	?	-14%	-18%	·
N#C/C(=N\Nc1cccc(Cl)c1)C(=O)c1ccccc1	7	6%	0%	-17%	?	?	-22%[57.5 µM]	-6%	-86*
CCOc1ccc2nc(N/C(N)=N/C(=S)Nc3cccc(OC)c3)nc(C)c2c1	-5	-18%	14%	-4%	-7%	?	-8%	-12%	19

This part in full, repeating the preview:
SMILES	D3 ag	HEK293 tox	GLP-1R agonist	aSyn rescue	KB-V1 MDR tox	TDP43 rescue	PTHR1 agonist	GLP1R inv ag	DRD3 antagonist
COc1ccc(OC)c(-c2nc3ccccc3nc2-c2ccccc2)c1	-6	11%	28%	-2%	-22%	4%	-2%	?	3
Cc1c(C(=O)NCc2ccccc2Cl)sc2nc3n(c(=O)c12)CCCC3	5	-3%	·	·	-21%	?	-14%	-18%	·
N#C/C(=N\Nc1cccc(Cl)c1)C(=O)c1ccccc1	7	6%	0%	-17%	?	?	-22%[57.5 µM]	-6%	-86*
CCOc1ccc2nc(N/C(N)=N/C(=S)Nc3cccc(OC)c3)nc(C)c2c1	-5	-18%	14%	-4%	-7%	?	-8%	-12%	19
Cc1ccc(-n2c(Cc3ccccc3)nnc2SCc2nc(-c3cccs3)no2)cc1C	-13	-13%	·	·	-1%	?	-5%	?	·
COc1ccc(CNC(=O)C[C@H]2C[C@H](C(=O)N3CCCCC3)[C@@]3(C)c4[nH]c5ccc(Cl)cc5c4CCN3C2=O)cc1OC	-3	-4%	7%	0%	0%	21%	-22%	?	-24
Cc1ccc(C)c(NS(=O)(=O)c2ccc3[nH]c(=O)oc3c2)c1	-10	-6%	4%	0%	?	-15%	i	-2%	7
COc1ccccc1CN1CC(C(=O)NCCc2ncccc2C)CCC1=O (stereo not given)	-2	-6%	0%	-2%	?	3%	-23%	22%	1
CCOC(=O)c1sc2nc(CSc3ccccc3)[nH]c(=O)c2c1C	3	-12%	14%	6%	?	9%	i	9%	-9
CCOC(=O)N1CCN(c2nc(-c3cccs3)cc(C(F)(F)F)n2)CC1	-1	7%	-2%	1%	-15%	-4%	i	0%	4
O=C(NC1CC1)C1=C[C@H](C2CC2)C[C@H](OCCCCO)O1	1	2%	-3%	-6%	-4%	24%	i	7%	21
COCCNC(=O)c1ccc(N(C)S(=O)(=O)c2ccc(OC)c(OC)c2)cc1	-2	2%	9%	5%	18%	?	-21%	43%[activator]	15
Cc1nc([N+](=O)[O-])c(N2CCN(Cc3ccccc3)CC2)n1Cc1ccccc1	-1	-28%	9%	-4%	-22%	5%	-3%[57.5 µM]	-25%	0
CCc1c(C)sc(NC(=O)C2CC2c2ccccc2)c1C(N)=O (stereo not given)	-7	-28%	18%	0%	6.5µM*	?	-15%[57.5 µM]	0%	8
COc1cc(C(F)(F)F)ccc1C(=O)NCCc1ccco1	2	2%	16%	0%	8%	29%	-4%	12%	-2
CCC(C)n1c(=O)c2sccc2n2c(CCCC(=O)Nc3ccc(F)cc3)nnc12 (stereo not given)	-20	-4%	·	·	·	17%	i	1%	·
N#CCC(=O)N/N=C/c1cn(Cc2ccc(Cl)c(Cl)c2)c2ccccc12	4	?	6%	1%	-23%	-6%	-2%	1.3µM*	-12
O=C(NCCN1CCOCC1)c1cc(Sc2cccc(Cl)c2)nc2ccccc12	0	13%	4%	-4%	0%	-11%	-4%	?	-6
COc1ccc(/C=N/NC(=S)Nc2cc(C(F)(F)F)ccc2Cl)cc1	8	?	7%	-8%	2%	-6%	-17%	-11%	7
CC1CCCC(C)N1CCCNC(=O)C(=O)Nc1ccc2nc3n(c(=O)c2c1)CCCCC3 (stereo not given)	-1	3%	6%	4%	27%	16%	i	5%	-3
Cc1ccc(NC(=O)CN2C(=O)NC3(CCCCC3C)C2=O)cc1S(=O)(=O)N1CCCCC1 (stereo not given)	-1	1%	0%	-4%	-3%	10%	-13%	?	-2
COc1ccccc1NC(=O)Cc1nnc(SCC(=O)NC2CCCC2)n1C	11	2%	8%	-2%	25%	-8%	-8%	-3%	-2
O=C(Nc1ccccc1)/C(=C/c1ccc2c(c1)OCO2)NC(=O)c1ccco1	-13	1%	-5%	1%	?	-1%	i	9%	7
CCCCNC(=O)C1CCC(Cn2c(=O)c3sccc3n(CC(=O)N3CCCC3)c2=O)CC1 (stereo not given)	2	-2%	·	·	2%	-4%	?	1%	·
Cc1ccc(C)c(NC(=S)NNc2ccc(F)cc2F)c1	-9	?	4%	-3%	-19%	13µM*	-16%	?	-28
CCc1cc(N2CCOCC2)cc2c1[nH]c1ccccc12	7	3%	21%	0%	-16%	-17%	10%[57.5 µM]	?	-21
COC(=O)c1cc(COC(=O)CNC(=O)c2cccc(C)c2)oc1C	-9	13%	-5%	-3%	8%	7%	-18%	-1%	-6
Cc1cc(-c2nn(-c3ccccc3F)cc2CNCCc2cnccn2)c(C)s1	-15	-6%	12%	1%	?	2%	-17%	?	-28
Cc1ccc(C(=O)Nc2ccc(S(=O)(=O)N(Cc3ccccc3)c3ccccc3)cc2)cc1	-3	-6%	·	·	?	12%	-44%	?	·
Cc1nc(N2CCCC2)c2c(C(=O)N3CCN(c4cc(Cl)ccc4C)CC3)c(C)oc2n1	-6	-13%	·	·	·	1%	-24%	?	·
Cc1ccc(N(C(=O)CS(=O)CC(=O)Nc2ccc(F)cc2)C(C(=O)NC2CCCCC2)c2ccco2)cc1 (stereo not given)	4	-23%	-9%	-1%	10%	0%	i	-29%	8
CCC(=O)NC1(C(F)(F)F)C(=O)Nc2c1c(=O)n(C)c(=O)n2C (stereo not given)	-3	-39%	-7%	0%	0%	1%	i	-6%	14
Clc1ccc2c(c1)c1cc(Cl)ccc1n2CN1CCOCC1	2	6%	-4%	-25%	-24%	6.3µM*	-8%	5µM*	24
Cc1cc(C(F)F)n2ncc(C(=O)NCCc3ccc(Cl)cc3)c2n1	-1	0%	21%	14%	-15%	10%	-1%[57.5 µM]	45%[activator]	132
O=S(=O)(N/N=C1\CCCc2ccccc21)c1ccccc1	-7	23%	6%	3%	-7%	21%	-15%	-28%	-5
C(C#CCN1CCOCC1)#CCN1CCOCC1	2	-5%	10%	-8%	0%	-15%	-5%	2%	4
Cn1c(=O)c2cc(NC(=S)NC3CCCCC3)ccc2n1Cc1cccc(C(F)(F)F)c1	1	-4%	-3%	-1%	2%	28%	-21%	?	-2
COC(=O)CNC(=O)CSc1ccccn1	2	4%	-2%	-1%	?	17%	i	2%	25
C#Cc1ccccc1OCCCN1CCC(C(O)(c2ccccc2)c2ccccc2)CC1	-14	?	7%	-7%	?	-1%	i	?	?
CC(=O)c1ccc(NC(=O)C(C)OC(=O)c2cccc(-n3cnnn3)c2)cc1 (stereo not given)	-10	6%	15%	3%	6%	19%	-18%	11%	-5
COc1ccc(C(=O)COc2ccc(F)cc2)c(O)c1	-4	-2%	17%	-5%	14%	-16%	-20%	?	-2
O=C(Nc1ccccc1F)c1cc(-c2ccco2)nc2ccccc12	-13	-1%	1%	-4%	-17%	-6%	i	-5%	11
COc1ccc(-n2ccnc(SCC(=O)NC3CCCC3)c2=O)cc1	0	-7%	2%	-7%	-4%	0%	i	-24%	-12
Cc1c(CNCCCc2ccccc2)c(C(=O)O)c(C)n1Cc1ccccc1	-15	-8%	1%	2%	2%	-14%	-19%	7%	-12
Cc1noc(NS(=O)(=O)c2ccc(NC(=O)C34CC5CC(C3)CC(n3cnc(Cl)n3)(C5)C4)cc2)c1C	1	-4%	0%	1%	21%	17%	-2%	3%	-27
CC(C)c1nnc(NC(=O)CCS(=O)(=O)c2ccccc2)s1	4	-18%	7%	1%	4%	-10%	-4%	-21%	-4
Cc1nnc(SCC(=O)N2CCN(c3ccccc3)CC2)n1C1CC1	5	-11%	-2%	-9%	?	25%	-16%	10%	-22
Cc1ccc(-c2nc3c4c(-c5ccccc5)c(-c5ccccc5)oc4ncn3n2)cc1	7	2%	·	·	·	18%	i	0%	·
CC1(C(=O)NCCN2CCOCC2)C=CCN1C(=O)c1ccccc1 (stereo not given)	-12	9%	-3%	-1%	-16%	-17%	-28%	14%	0
COCCCN=C1NN=C(c2cc(C)n(Cc3ccco3)c2C)CS1	-11	1%	10%	3%	?	1%	-4%	?	-5
CCOC(=O)C1=C(N)Oc2ccc3ccccc3c2C1c1cccnc1 (stereo not given)	1	-9%	7%	2%	11µM*	8%	-24%	-7%	16
CCNS(=O)(=O)c1ccc(OC)c(C)c1	-12	25%	9%	-9%	9%	-13%	-11%	7%	13
Cc1nnc(SCC(=O)c2c(N)n(C)c(=O)n(C)c2=O)[nH]c1=O	1	4%	-1%	5%	0%	10%	-25%	12%	6
O=C(COC(=O)c1cccc(O)c1)Nc1ccc(S(=O)(=O)N2CCOCC2)cc1	0	-14%	-1%	1%[1.84 µM]	?	4%	-21%	-6%	-14
CCCCCOc1ccc(C2C(C(C)=O)=C(C)Nc3ncnn32)cc1OC (stereo not given)	-6	2%	3%	-18%	-14%	-9%	i	-2%	44
COc1ccc(C(CC(=O)c2ccc3c(c2)OCO3)C(=O)O)cc1OC (stereo not given)	7	-9%	6%	3%	11%	0%	i	6%	34

Source: PubChem BioAssay (National Center for Advancing Translational Sciences (NCATS))

Only part of the results is shown (hit frequency here may not be typical).
